EphA4 KYL inhibition: EphA4 ligand-binding antagonists – biochemical, colorimetric, mouse EphA4, primary screen (AID 689) | EphA4-AP binding to KYL peptide, pNPP A405; higher % means a stronger effect | inhibition, % at 10 µM, or IC50 in µM where a hit was titrated | 0.1% of 62,000 active; in the data active = a potency from the dose series; inactive = the rest, 99 in 100 with inhibition below about 22%
Starred values were filed as active, the others as inactive. The list is partial; count on the stated rates, not on these rows.

The opening 3 records, to show the layout:
EphA4 KYL inhibition	structure
-9.5%	Cc1ccc(/C=N/N=C2/NC(=O)C(CC(=O)Nc3ccccc3C(F)(F)F)S2)o1 (stereo not drawn)
-24.0%	O=C(NCCCCO)C(F)(F)C(F)(F)C(F)(F)C(=O)NCCCCO
-13.6%	Cc1cc(=O)[nH]c(-c2ccccc2O)n1

The listing (from the top)
EphA4 KYL inhibition	structure
-9.5%	Cc1ccc(/C=N/N=C2/NC(=O)C(CC(=O)Nc3ccccc3C(F)(F)F)S2)o1 (stereo not drawn)
-24.0%	O=C(NCCCCO)C(F)(F)C(F)(F)C(F)(F)C(=O)NCCCCO
-13.6%	Cc1cc(=O)[nH]c(-c2ccccc2O)n1
-8.8%	CCCC(c1nnnn1Cc1ccco1)N1CCN(C2CCCC2)CC1 (stereo not drawn)
-15.1%	O=C(Nc1cccnc1)C1(F)C(F)(F)C(F)(F)C(F)(F)C(F)(F)C1(F)F
-0.5%	Cc1cc(-n2ccc(=O)[nH]c2=O)nc(-c2ccccc2)n1
44.1µM*	CCN1/C(=C/c2ccc3cccc(C)c3[n+]2CC)Sc2ccccc21
-11.6%	O=c1c(-c2ccccc2)coc2c(CN3CCCC3)c(O)ccc12
-2.5%	Cc1cccc(CN2CCC(C(N)=O)CC2)c1
-1.7%	Cc1ccc(Nc2nnns2)cc1
-2.2%	Nc1c2c(=O)oc(-c3ccccc3)cc2nn1-c1ccccc1
-1.2%	COc1ccc2c(=O)c(Oc3ccc(C(C)(C)C)cc3)coc2c1
-6.4%	CCOc1ccccc1N1C(=O)CC(N(O)c2ccccc2)C1=O (stereo not drawn)
2.9%	Cc1nc2nc3c(cn2n1)C(=O)CC(c1ccccc1)C3 (stereo not drawn)
-1.6%	CCOC(=O)c1ccc2c(c1)nc(COc1ccc(OC)cc1)n2CC
-3.5%	O=C(Nc1ccccc1)N1CCC(c2nc(-c3ccc(S(=O)(=O)N4CCOCC4)cc3)no2)CC1
-10.6%	CCOC(=O)c1nc(Nc2ccc(C(=O)OC)cc2)c2ccccc2n1
-8.7%	CC(C)NC(=O)CSc1ccccc1C(=O)NCc1ccc2c(c1)OCO2
-13.7%	Cn1c(SCc2cnc(-c3ccccc3)s2)nnc1C1COc2ccccc2O1 (stereo not drawn)
21.7%	CC(C)CC(C(=O)OCC(=O)Nc1ncc(Cl)cc1Cl)N1C(=O)c2ccccc2C1=O (stereo not drawn)
-6.0%	CCCNC(=O)c1c(NC(=O)c2ccccc2F)sc2c1CCC(C)C2 (stereo not drawn)
-2.2%	COc1cccc(C2c3c(oc4cc(C)c(C)cc4c3=O)C(=O)N2CCCN(C)C)c1 (stereo not drawn)
-3.0%	CCCc1cc2c(=O)c(-c3ccc4c(c3)OCCO4)coc2cc1OC(=O)c1ccco1
-11.2%	COCc1nc(-c2ccc(-c3ccc(C)cc3)nc2OC)no1
-7.7%	COc1cccc(C(=O)CN(C(=O)c2ccc(Cl)c(Cl)c2)N2C(=O)C3CCCCC3C2=O)c1 (stereo not drawn)

EphA4 KYL inhibition: hit marks shown above.
EphA4 KYL inhibition	structure
44.1µM*	CCN1/C(=C/c2ccc3cccc(C)c3[n+]2CC)Sc2ccccc21

The list goes on.
EphA4 KYL inhibition	structure
-6.7%	COCCCNC(=O)c1c(-c2ccccc2)noc1C
-0.2%	Cc1ccc(S(=O)(=O)N/N=C\c2cccnc2)cc1
2.2%	COc1cccc(/C=N\n2c(C)nnc2C)c1O
-42.0%	CCCSc1nnc2nc(C)cc(C)n12
-10.6%	CSCCC(NC(N)=O)C(=O)N(C)CC(=O)Nc1ccc(C)cc1 (stereo not drawn)
0.3%	CCN(CC(=O)Nc1ccc(N2CCOCC2)cc1)Cc1nc2ccccc2c(=O)[nH]1
2.9%	CC1(C)C2CCC1(C)C(NC(=O)CCN1CCCCC1)C2 (stereo not drawn)
2.6%	CC(=O)c1sc(-c2c(C)nc3sccn23)nc1C1CCCC1
7.0%	O=C1CSC(=O)N1CCOCCN1C(=O)CSC1=O
7.1%	O=C(Nc1ccc2c(c1)OCCO2)c1ccccc1F
6.6%	C=CCNC(=O)CC(=O)N/N=C/c1cccc(Br)c1
-4.5%	CN(/N=C/c1c[nH]c2ccccc12)c1cnn(-c2ccc(F)c(Cl)c2)c(=O)c1Cl
0.0%	CCN(CC)S(=O)(=O)c1ccc(NC2c3ccccc3C(=O)N2c2ccc(C)cn2)cc1 (stereo not drawn)
-12.4%	Cc1cccnc1NC(=O)Nc1ccc(F)cc1
-0.8%	Cc1ccc(N2C(=O)CC(Cc3ccc(Cl)cc3)C2=O)cc1 (stereo not drawn)
-9.0%	COc1ccc(NC(=O)c2oc3ccccc3c2NC(=O)C2CC2)cc1
-2.1%	CC(C)N1C[C@@]23C=C[C@@H](O2)C(C(=O)OCc2ccccc2)[C@H]3C1=O (stereo partly drawn)
-7.0%	Cc1ccc(C2(c3ccc(C)cc3)CC2C(=O)Nc2ccc([N+](=O)[O-])cc2O)cc1 (stereo not drawn)
-9.2%	CCCCn1nc2cc(C(=O)NCCCCc3ccccc3)ccc2c1OCC
-14.9%	Cc1oc(-c2cccc(Cl)c2)nc1CN1CCC(C(=O)NCc2cccnc2)CC1
5.7%	O=C1C(C2=NC(C(=O)O)C3C(=O)N(c4ccccc4)C(=O)C23)=C(O)c2ccccc21 (stereo not drawn)
-5.2%	O=C1C2C(C(=O)N1/N=C/c1ccc(Cl)cc1)C1C=CC2C12CC2 (stereo not drawn)
-3.2%	CN1c2ccccc2-c2nc3ccccc3n2C1c1ccco1 (stereo not drawn)
-6.5%	O=C(/C=C/c1cccc(Cl)c1)NCc1cccs1
-10.6%	CCn1c(=N)n(CC(=O)OC)c2ccccc21

4 compounds already listed, arranged by SMILES length, highest first.
EphA4 KYL inhibition	structure
-14.9%	Cc1oc(-c2cccc(Cl)c2)nc1CN1CCC(C(=O)NCc2cccnc2)CC1
2.6%	CC(=O)c1sc(-c2c(C)nc3sccn23)nc1C1CCCC1
-0.2%	Cc1ccc(S(=O)(=O)N/N=C\c2cccnc2)cc1
-12.4%	Cc1cccnc1NC(=O)Nc1ccc(F)cc1

(more compounds)
EphA4 KYL inhibition	structure
-0.6%	Cc1cccc(CSc2nnnn2-c2ccccc2)c1
47.4%	Cc1ccc(S(=O)(=O)n2nc(OC(=O)C(C)(C)C)cc2N)cc1
1.5%	Cc1sc2nc(-c3cccs3)nc(N3CCCN(C)CC3)c2c1C
1.5%	CCOc1ccccc1NC(=O)c1cnc2n(c1=O)CCS2
3.6%	O=C(Cn1cc2c(n1)CCCC2)NC1CCN(Cc2ccccc2)CC1
10.3%	COc1cc2c(cc1OC)CN(C(=O)CCCOc1ccc(Cl)cc1Cl)CC2
-10.3%	CN(C)CCNc1ncnc2c1cnn2-c1ccc(Cl)cc1
5.0%	Nn1c(Cc2cccc3ccccc23)nnc1SCC(=O)N1CC(=O)Nc2ccccc21
-5.8%	O=C(Nc1ccccc1O)c1ccccc1O
-8.6%	CCOC(=O)c1c(C)[nH]c(C)c1C(=O)CSc1nnc(-c2ccc(OC(F)F)cc2)o1
0.4%	O=C(NCc1ccco1)c1nc2c(nnn2Cc2cccc(Cl)c2)c(=O)[nH]1
-2.4%	CCCOC(=O)c1c(NC(=O)/C=C/c2cnn(C)c2C)sc(C(=O)OCC)c1C
-8.6%	CCn1c2ccccc2c2cc(NC(=O)CSc3nnc(-c4cccc(Cl)c4)o3)ccc21
5.2%	Cc1ccccc1Nc1nc(-c2sc(NC(=O)c3cccc(Cl)c3)nc2C)cs1
-5.6%	CCC(C)c1ccc(NC(=O)C2CCCN(c3ncccn3)C2)cc1 (stereo not drawn)
-6.2%	COc1ccc(Cl)cc1S(=O)(=O)Nc1cccc(C(=O)O)c1
1.5%	N#CC1=C(SCc2ccccc2)NC2=C(C(=O)CCC2)C1c1ccc2c(c1)OCO2 (stereo not drawn)
-1.4%	CCN(CC)c1ccc(NC(=O)c2cc(Br)ccc2OC)cc1
-15.5%	CC(/C=C/c1ccccc1)=N/NC(=O)CNC(=O)c1ccc2c(c1)OCO2
-5.1%	CCOC(=O)c1[nH]c(C)c(CN(Cc2ccco2)C(=O)C(F)(F)F)c1C
1.1%	Cc1nc2c(n1C1CCCCC1)C(=O)c1ccccc1C2=O
-2.5%	COc1cccc(N2CCN(Cc3cccnc3)CC2)c1
-32.2%	COc1ccc(-c2ccc(CO)o2)cc1
-4.4%	CC(C)Oc1ccc(C(=O)N(Cc2ccco2)C2CCS(=O)(=O)C2)cc1 (stereo not drawn)
21.6%	O=c1/c(=C/c2cc(Br)ccc2OCc2ccccc2F)sc2nc3ccccc3n12

(more compounds)
EphA4 KYL inhibition	structure
5.1%	CC(C)CCOCC(=O)Oc1ccccc1C(=O)O
9.3%	COc1ccc(/C(N)=N/OC(=O)CSc2ccc(C)cc2)cc1
-6.6%	CC(=O)c1cccc(NC(=O)C2CC(=O)N(c3cccc(C)c3C)C2)c1 (stereo not drawn)
-29.1%	CS(=O)(=O)Nc1ccc(C(=O)NCCSC2CCCCC2)cc1
-9.3%	COc1ccc(CNC(=O)CN2CCC(C(=O)c3ccc(OC)cc3)CC2)cc1
-3.7%	COc1ccc(O)c(C2=Nc3ccccc3N=C(c3ccco3)C2)c1
-20.1%	CC1=CC(C)(C)N2C(=O)C3(C(C#N)=C(N)Oc4cc(O)ccc43)c3c(C)c(C)cc1c32 (stereo not drawn)
1.0%	CC(C)(C)NC(=O)C1CC(=O)OC12CCCCC2 (stereo not drawn)
-5.6%	CCCc1nnc(NC(=O)CSc2ncn[nH]2)s1
3.0%	c1ccc(N2CCN(c3nc(-c4ccccn4)nc4ccccc34)CC2)cc1
-14.5%	O=C(Cn1cccc1)N1CCc2ccccc21
5.6%	Cc1ccc(C)c(N(C(=O)Cn2nnc3ccccc32)C(C(=O)NC(C)(C)C)c2ccsc2)c1 (stereo not drawn)
22.7%	O=C(O)C1CC=CCC1C(=O)N1CCN(c2nc(-c3ccccc3Cl)c3cc(Br)ccc3n2)CC1 (stereo not drawn)
-9.6%	CC(=O)Nc1ccc(Nc2nc(-c3ccc(Cl)c(Cl)c3)cs2)cc1
-5.1%	N/C(=N\OC(=O)Cc1ccc(Cl)cc1)c1cccnc1
2.6%	CC(=O)Cn1cnc2sc(-c3ccccc3)cc2c1=O
-14.0%	COc1ccc(NC(=O)c2ccc(Cl)cc2)cc1Cl
2.3%	CC(Cc1ccccc1)NC(=O)CSc1nc2nc3c(cc2c(=O)n1-c1ccccc1)COC(C)(C)C3 (stereo not drawn)
4.9%	COC(=O)c1cn(NC(=O)c2ccc(F)cc2)c(=O)c2ccccc12
-13.0%	CCNc1nc(NC(C)(C)C)nc(N(CC)n2cnnc2)n1
6.9%	Oc1c(C(Nc2ccccn2)c2ccccn2)ccc2cccnc12 (stereo not drawn)
2.7%	CCOc1ccccc1NC(=O)C(=O)NCC1CCCO1 (stereo not drawn)
-13.5%	Cc1cccc(OCCCC(=O)NCc2ccco2)c1
-4.7%	O=C(Nc1ccc2c(c1)nc1n2CCSC1)c1ccco1
-6.2%	CCOc1cc(OCC)cc(C(=O)Nc2cc(-c3nc4ccccc4s3)ccc2C)c1

Look-ups from above:
CCOc1ccccc1NC(=O)C(=O)NCC1CCCO1 (stereo not drawn) in EphA4 KYL inhibition shows 2.7%
O=C(O)C1CC=CCC1C(=O)N1CCN(c2nc(-c3ccccc3Cl)c3cc(Br)ccc3n2)CC1 (stereo not drawn) in EphA4 KYL inhibition shows 22.7%
CC(C)CCOCC(=O)Oc1ccccc1C(=O)O in EphA4 KYL inhibition shows 5.1%
Cc1ccc(C)c(N(C(=O)Cn2nnc3ccccc32)C(C(=O)NC(C)(C)C)c2ccsc2)c1 (stereo not drawn) in EphA4 KYL inhibition shows 5.6%

Continuation:
EphA4 KYL inhibition	structure
-5.5%	CCCc1cc(-c2n[nH]c(C(=O)OCC)c2-c2cscn2)c(O)cc1O
-14.2%	CCOC(=O)N1CCN(C(=O)c2ccc(CS(=O)(=O)c3ccccc3OC)o2)CC1
0.2%	COCCn1c(SCC(=O)c2ccc(Cl)cc2)nnc1C(C)C
-7.4%	CCC(C)(C)n1nnnc1C(c1cc2ccc(OC)cc2[nH]c1=O)N1CCN(C2CCCCC2)CC1 (stereo not drawn)
-10.2%	CCOC(=O)Nc1cc(C(=O)OC)cc(C(=O)OC)c1
-2.7%	C=CCN1N=C(c2ccc(Cl)s2)CSC1=O
4.6%	CSC1=N/C(=C\c2cccc(F)c2)C(=O)S1
-0.4%	Cc1ccc(C)c(NC(=O)C2CCC(C)(C(=O)O)C2(C)C)c1 (stereo not drawn)
-9.1%	CC(C)Sc1nc(-c2ccccc2)cc(=O)[nH]1
-13.3%	CCN(CC)S(=O)(=O)c1ccc(C(=O)OCCN2C(=O)CCC2=O)cc1
